PL biosyn Enam: blocks phospholipid synthesis in CHO cells, Enamine compounds; calls only at 10 µM; ZR-82 CHO cells, pyrene fatty acid UV survival, CellTiter Blue; peroxisome-deficient CHO-K1 mutant line; plus DGAT-1, DGAT-2 and ACAT inhibitors; hit rate 0.4% among 20,000;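 active = cell survival signal 2 SD away from solvent-only control wells, confirmed on one or two retests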;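 note: 3 h compound exposure then viability read about one day after UV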
Calls only; i = inactive. Not all compounds are listed. The share of hits here may be higher or lower than overall.

SMILES	PL biosyn Enam
CC(=O)N1CCN(c2cc3c(cc2F)c(=O)c(C(=O)Nc2cc(C(C)(C)C)no2)cn3C2CC2)CC1	i
NC1=C(c2nc3ccccc3o2)C(=O)CS1	i
Nc1nc2ccccc2[nH]1	i
COc1ccc(N=C(N)N)cc1	i
Cc1nc2c(cc(Oc3ccc([N+](=O)[O-])nc3)c3ccsc32)s1	i
O=c1[nH]nnc2ccccc12	i
O=C1C2C(c3ccc(Br)cc3)OC3(C(=O)c4ccccc4C3=O)C2C(=O)N1Cc1ccccc1 (stereo not given)	i
O=C(O)Cn1cc(Br)c(=O)[nH]c1=O	i
CN(C1(C)CCS(=O)(=O)C1)S(=O)(=O)c1ccc(Cl)c(Cl)c1 (stereo not given)	i
CC1=CC(=C2C(=O)NC(=S)NC2=O)C=C(C)O1	i
COC(=O)C1CCN(C(=O)Cn2cc(C(F)(F)F)cc(Cl)c2=O)CC1	i
CC1(NC(=S)Nc2n[nH]c(N)n2)CCS(=O)(=O)C1 (stereo not given)	i
Fc1ccc(N=Cc2ccc(N3CCC(c4ccccc4)=N3)cc2)cc1F	i
Cc1cc(=O)[nH]c(N/N=C2/CCCc3ccccc32)n1	i
CCCCC(=O)OCc1[nH]c(C(=O)OCC)c(C)c1C(=O)OCC	i
CCCCn1c(N)c(N(Cc2ccco2)C(=O)Cn2cnnn2)c(=O)[nH]c1=O	i
O=S(=O)(c1ccc(Cl)cc1)N1CCC2(CC1)OCCO2	i
CN1CCC2(CC1)NC(=O)N(CN1CCCN(S(=O)(=O)c3ccc(F)cc3)CC1)C2=O	i
CCOC(=O)c1c(NC(=O)COC(=O)C2(C)CC2(Cl)Cl)sc(C(=O)N(C)C)c1C (stereo not given)	i
O=S(=O)(C1=Cc2ccccc2CC1)N1CCCC1c1nc2ccccc2s1 (stereo not given)	i
Cc1cc(C(=O)CSc2nnc(-c3ccco3)o2)c(C)n1CC1CCCO1 (stereo not given)	i

Grouped by structure, the entries above with a halogen (9)
SMILES	PL biosyn Enam
CC(=O)N1CCN(c2cc3c(cc2F)c(=O)c(C(=O)Nc2cc(C(C)(C)C)no2)cn3C2CC2)CC1	i
O=C1C2C(c3ccc(Br)cc3)OC3(C(=O)c4ccccc4C3=O)C2C(=O)N1Cc1ccccc1 (stereo not given)	i
O=C(O)Cn1cc(Br)c(=O)[nH]c1=O	i
CN(C1(C)CCS(=O)(=O)C1)S(=O)(=O)c1ccc(Cl)c(Cl)c1 (stereo not given)	i
COC(=O)C1CCN(C(=O)Cn2cc(C(F)(F)F)cc(Cl)c2=O)CC1	i
Fc1ccc(N=Cc2ccc(N3CCC(c4ccccc4)=N3)cc2)cc1F	i
O=S(=O)(c1ccc(Cl)cc1)N1CCC2(CC1)OCCO2	i
CN1CCC2(CC1)NC(=O)N(CN1CCCN(S(=O)(=O)c3ccc(F)cc3)CC1)C2=O	i
CCOC(=O)c1c(NC(=O)COC(=O)C2(C)CC2(Cl)Cl)sc(C(=O)N(C)C)c1C (stereo not given)	i
